# mIAP block: blocks mouse intestinal alkaline phosphatase. purified mouse IAP, CDP-Star luminescence, 30 min. inhibition, % at 10 µM. 330,000 compounds, 0.2% hits;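 active = inhibition of at least 40% at 10 µM in the primary screen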;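 also: plate controls were DMSO with enzyme for no effect and no enzyme wells for full effect; values of inactives mirror those of a sister screen read the other way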
# GRIN3A LBD mod: NR3A (human) ligand-binding domain modulation; NR3A LBD differential scanning fluorimetry, Tm shift; 0% = protein alone, 100% = glycine-bound protein; Tm shift relative to glycine control, % at 25 µM; 340,000 compounds, 2.5% hits;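 active = melting temperature shift of at least 10% of the positive control shift, at one fixed dose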
# hIAP block: blocks human intestinal alkaline phosphatase. P09923. purified IAP, CDP-Star luminescence, 30 min. 330,000 compounds, 0.12% hits. inhibition, % at 10 µM;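 active = inhibition reaching a set limit with compound at 10 µM in the primary screen, cut at about 35% in these data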;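 also: plate controls were DMSO wells with enzyme for no effect and no-enzyme buffer wells for full effect; values of inactives mirror those of a sister screen read the other way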
# Target sequence (P09923 whole entry, looked up): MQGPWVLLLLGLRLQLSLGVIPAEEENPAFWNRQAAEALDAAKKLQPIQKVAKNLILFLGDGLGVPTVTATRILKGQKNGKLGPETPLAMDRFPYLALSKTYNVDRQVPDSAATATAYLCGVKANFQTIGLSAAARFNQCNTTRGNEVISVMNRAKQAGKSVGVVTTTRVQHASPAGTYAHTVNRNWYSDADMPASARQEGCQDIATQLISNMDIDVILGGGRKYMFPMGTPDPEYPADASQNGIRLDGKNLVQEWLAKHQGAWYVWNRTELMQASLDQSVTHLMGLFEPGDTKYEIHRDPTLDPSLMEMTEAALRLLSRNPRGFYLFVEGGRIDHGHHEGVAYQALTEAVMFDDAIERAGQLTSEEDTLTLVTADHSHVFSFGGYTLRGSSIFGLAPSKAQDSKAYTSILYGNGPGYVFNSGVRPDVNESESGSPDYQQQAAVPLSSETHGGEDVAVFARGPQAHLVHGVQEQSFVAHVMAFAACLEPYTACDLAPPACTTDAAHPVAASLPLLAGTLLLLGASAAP
# A3A deaminase: blocks human APOBEC3A ssDNA deamination. 330,000 compounds, 0.41% hits. AID 493011. inhibition, % at 20 µM. recombinant A3A, FAM/TAMRA ssDNA deamination fluorescence. P31941;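 active = at least 40% inhibition at 20 µM here, with at most 30% in a related deaminase screen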;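 also: plate controls were A3A with DMSO for no effect and wells lacking A3A enzyme for full effect; some results filed as inactive read as strong as hits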
# Target sequence (P31941 whole entry, looked up): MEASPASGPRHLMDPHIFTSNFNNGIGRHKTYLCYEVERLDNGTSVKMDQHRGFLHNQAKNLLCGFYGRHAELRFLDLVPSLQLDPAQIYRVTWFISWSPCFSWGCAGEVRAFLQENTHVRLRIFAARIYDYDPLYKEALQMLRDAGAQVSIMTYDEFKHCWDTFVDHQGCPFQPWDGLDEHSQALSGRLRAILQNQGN
# hIAP activ: human IAP activation | activation factor at 10 µM | purified human IAP, CDP-Star luminescence, 30 min; stronger effect = higher value; 1 = vehicle-only enzyme, 0 = enzyme-free background | P09923 | AID 2524 | 330,000 compounds, 0.16% hits;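 active = activation factor of the enzyme at least 2-fold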; also: the source names both 10 and 20 µM as test concentration; values of inactives mirror those of a sister screen read the other way
# MPTP block: inhibitors of mitochondrial permeability transition pore | inhibition, % at 10 µM | isolated mouse mitochondria, Ca2+ swelling absorbance, 30 min | 360,000 compounds, 1.4% hits;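 active = inhibition of 50% or more, scaled per plate between neutral and stimulator controls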;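 also: 0% = DMSO wells given calcium and 100% = 1 mM EGTA wells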
# mIAP act: mouse IAP activation. activation factor at 10 µM. muIAP, CDP-Star luminescence, 30 min; stronger effect = higher value; 1 = vehicle-only enzyme signal, 0 = enzyme-free wells. 330,000 compounds, 0.24% hits;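 active = activation factor of at least 2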; also: the source names both 10 and 20 µM as test concentration; values of inactives mirror those of a sister screen read the other way
#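 Assay system: mouse IAP enzyme / Compound: DMSO-dissolved test compounds / Timing: 30 min, room temperature / Measured by: luminescence from enzymatic CDP-Star hydrolysis / Control set: DMSO-only wells, enzyme-free buffer wells as negative control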
# MIN6 prolif: MIN6 beta-cell proliferation induction. MIN6 cells proliferation, ATPlite luminescence, 48 h; cells starved in 0.2% serum; 100% = growth in 10% serum. proliferation, % at 10 µM. 330,000 compounds, 0.29% hits. AID 2380;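 active = compounds whose signal lies at least 3.5 SD above the mean of all wells on their plate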;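 also: 0% = DMSO-treated cells in low-serum medium and 100% = 10% serum control; some compounds called inactive have numbers as strong as hits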
# A3G deaminase: inhibitors of human APOBEC3G DNA deaminase; recombinant A3G, ssDNA deamination FAM/TAMRA fluorescence; inhibition, % at 20 µM; 330,000 compounds, 0.28% hits;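 active = inhibition of at least 40% at 20 µM, with no more than 30% in the related APOBEC3A deaminase screen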;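 also: plate controls were DMSO wells with A3G for no effect and wells lacking A3G enzyme for full effect; some compounds called inactive have numbers as strong as hits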
# * marks the source's active call; other numbers are inactive results.
canonical_smiles	GRIN3A LBD mod	MIN6 prolif	hIAP block	mIAP act	mIAP block	A3A deaminase	MPTP block	A3G deaminase	hIAP activ
Cc1ccc(N=CC2=C(O)CC(C)(C)CC2=O)nc1	0.9	-1.1	6.1	0.98	2.0	-7.7	9.2	-3.3	0.939
O=C(NNc1c(Cl)cc(Cl)cc1Cl)c1cccc([N+](=O)[O-])c1	-18.4	-5.5	8.0	1.04	-3.8	-3.2	16.7	-7.6	0.92
O=C(NNC(=S)NC(=O)c1ccccc1[N+](=O)[O-])c1ccc(Cl)cc1Cl	-4.3	-1.9	-46.1	0.827	17.3	-1.4	0.0	-4.4	1.46
Fc1ccccc1Nc1nc(-c2ccncc2)nc2ccccc12	-2.5	5.6	-3.7	0.87	13.0	0.0	-0.8	0.7	1.04
Cc1cccc(C(=O)OC(C)C(=O)NCC2CCCCC2)c1O (centres undefined)	3.7	-1.6	6.0	0.932	6.8	-4.2	-1.2	-9.1	0.94
CC1(C)CC2CC(C)(CN2C(=O)Cc2ccccc2)C1 (centres undefined)	-1.7	1.1	-2.2	1.02	-2.4	0.3	1.3	-6.3	1.02
CCc1ccc(-c2cc(C)no2)cc1S(=O)(=O)Nc1cc(C)ccn1	2.6	-1.1	17.2	0.942	5.8	10.7	-0.7	3.1	0.828
CC(C)CCN(C(=S)Nc1cccc(F)c1)C1CCN(C(C)C)CC1	-0.3	-1.0	-0.9	0.944	5.6	1.1	-3.7	-2.8	1.01
Cc1cc(NC(=O)C(C)SCC(=O)Nc2ccccc2C(C)(C)C)no1 (centres undefined)	-0.4	-1.1	8.7	0.946	5.4	-3.1	-1.2	-6.4	0.913
CCC1(CC)Cc2ccccc2C(C2=C(O)CC(C)(C)CC2=O)=N1	-1.9	0.1	15.9	0.971	2.9	-2.5	-0.1	-4.1	0.841
CCOC(=O)CC(=O)c1cc(OC)c(OC)c(OC)c1	-0.6	1.0	-13.0	0.915	8.5	-2.5	-0.9	-3.4	1.13
CC(C)(CO)Nc1nc(N2CCCC2)nc(N2CCCC2)n1	0.9	-0.9	17.1	1.01	-1.4	-4.8	0.3	-5.2	0.829
O=C(NCc1cccnc1)C(=O)Nc1cc2c3c(c1)CC(=O)N3CCC2	1.3	1.8	-13.3	1	-0.1	5.7	-0.9	6.3	1.13
CCOC(=O)c1c(CSC(=N)N)n(-c2ccc(C)cc2)c2cc(Br)c(OC(C)=O)cc12	-0.5	-6.0	-1.7	0.999	0.1	-1.0	-0.1	-2.5	1.02
Cc1cc(C(F)(F)F)nn1Cc1n[nH]c(=S)n1-c1cccc(Cl)c1	-3.6	-1.6	11.5	0.983	1.7	0.8	-4.9	1.9	0.885
CC(C)c1nnc(NC(=O)CCC(=O)Nc2ccc3cn[nH]c3c2)s1	-0.1	-2.3	26.6	0.867	13.3	2.7	2.8	12.0	0.734
COC(=O)CNc1nc(Cl)nc(Nc2ccc(Cl)cc2)n1	-4.7	-1.1	-10.2	0.97	3.0	-0.6	-0.9	-3.6	1.1
CNC(=O)COC(=O)/C=C/c1cccc(F)c1	1.4	-0.6	-0.6	0.934	6.6	4.5	-1.1	-1.3	1.01
COc1cccc(CNC2CCCCCCC2)c1OC	-0.8	-0.1	-36.5	0.96	4.0	-4.2	-0.5	-7.2	1.36
O=C(CN1CCOCC1)N/N=C/c1ccc(-c2ccc(Br)cc2)o1	-2.4	-3.2	-2.5	0.948	5.2	31.6	2.3	9.6	1.02
O=C(c1ccc(S(=O)(=O)N2CCCCC2)cc1)N1CCN(c2ccccc2F)CC1	-3.4	0.0	-4.9	0.989	1.1	1.7	-4.1	-7.9	1.05
O=C(Nc1ccc2c(c1)CCC2)c1cc(F)cc(F)c1	-1.4	-2.3	4.2	0.906	9.4	-2.2	1.3	-8.8	0.958
CCOc1ccc(/C=C2\SC(=S)N(CCC(=O)Nc3ccc(C(=O)O)cc3)C2=O)cc1	6.2	-3.6	-16.3	0.973	2.7	3.6	-0.4	5.1	1.16
COc1cccc(C(=O)NCC(c2cccs2)N2CCOCC2)c1 (centres undefined)	-0.8	-0.6	11.2	0.943	5.7	-0.7	-0.7	-3.4	0.888
COC(=O)C1C(=O)c2c([nH]c(C(=O)OC3CCCCCC3)c2C)CC1C (centres undefined)	-0.3	-3.6	7.7	1.05	-5.5	1.1	-0.8	-6.2	0.923

# 3 of the entries above in order of the GRIN3A LBD mod value, ascending.
SMILES	GRIN3A LBD mod	hIAP block	mIAP act	mIAP block	A3A deaminase	MPTP block	A3G deaminase	hIAP activ
O=C(NNC(=S)NC(=O)c1ccccc1[N+](=O)[O-])c1ccc(Cl)cc1Cl	-4.3	-46.1	0.827	17.3	-1.4	0.0	-4.4	1.46
O=C(Nc1ccc2c(c1)CCC2)c1cc(F)cc(F)c1	-1.4	4.2	0.906	9.4	-2.2	1.3	-8.8	0.958
CC(C)c1nnc(NC(=O)CCC(=O)Nc2ccc3cn[nH]c3c2)s1	-0.1	26.6	0.867	13.3	2.7	2.8	12.0	0.734

# (cont.)
canonical_smiles	GRIN3A LBD mod	MIN6 prolif	hIAP block	mIAP act	mIAP block	A3A deaminase	MPTP block	A3G deaminase	hIAP activ
C=CCNC(=O)CN(c1ccc(F)c(Cl)c1)S(C)(=O)=O	0.8	-0.3	-18.4	1.08	-8.5	-1.9	-1.6	0.1	1.18
CCC(C)NC(=O)CN1C(=O)C(CC)Sc2ccccc21 (centres undefined)	-1.0	3.3	8.1	0.985	1.5	1.1	-0.1	-6.1	0.919
O=C(Cn1ncc2c(=O)oc3ccccc3c21)NCCN1CCN(c2ccccc2F)CC1	-8.1	-2.6	-9.9	1.08	-7.7	-0.1	-1.7	2.4	1.1
CN(Cc1ccccc1)S(=O)(=O)c1nnc(NC(=O)c2ccc(F)cc2)s1	-1.1	-4.7	-15.7	0.905	9.5	-4.1	36.2	-4.4	1.16
CC(=O)C1=C(c2ccccc2)OC(N)=C(C#N)C1c1ccccc1F (centres undefined)	-8.1	-4.0	12.1	0.945	5.5	-0.5	2.8	-7.1	0.879
CSc1ccc(C(=O)C2CCCN(C(=O)c3cc(C)n(C)n3)C2)cc1 (centres undefined)	1.1	2.7	3.0	0.927	7.3	-5.2	-1.0	-6.8	0.97
COC(=O)c1cccc(C23CC4(C2)[C@H](CN(Cc2cccnc2)[C@@H]4c2ccccc2)C3c2ccccc2)c1 (some centres undefined)	5.3	-8.4	-3.3	1.01	-0.6	-1.0	-0.6	-3.8	1.03
CCOc1ccc(-n2c(SCC(=O)Nc3ccc(OC)cc3)nc3c(c2=O)SCC3)cc1	8.0	1.6	4.8	1.07	-6.6	-4.7	0.0	-7.6	0.952
Cn1c(SCC(=O)NNC(=O)c2ccccc2Br)nnc1C(F)(F)F	-0.3	1.2	-8.9	1.03	-2.8	-4.7	-1.2	-8.3	1.09
O=C(OCC(=O)N1CCOCC1)c1ccc2c(c1)OCCO2	-0.2	-1.9	2.5	1.12	-12.5	0.7	1.3	0.6	0.975
NC(=O)CN(c1ccc([N+](=O)[O-])cc1)S(=O)(=O)c1ccccc1	0.8	0.5	10.1	0.974	2.6	0.8	-1.5	-4.9	0.899
O=C(c1ccc(Cl)c(S(=O)(=O)N2CCCCC2)c1)N1CCN(Cc2ccccc2)CC1	0.3	-2.7	-17.3	0.982	1.8	3.3	0.5	-1.2	1.17
O=C(Nc1c[nH]c(=O)[nH]c1=O)c1cccc([N+](=O)[O-])c1	-3.0	-1.1	-21.9	0.932	6.8	-8.1	0.3	-6.8	1.22
Cc1ccn2c(-c3csc(NCc4ccco4)n3)c(C)nc2c1	-4.1	-3.1	0.4	1.1	-10.0	-2.7	2.6	10.1	0.996
CC(C)N(Cc1nccn1C)C(=O)c1ccc(OC2CCN(C(=O)C3CC3)CC2)cc1	-0.4	1.5	-5.3	0.934	6.6	5.5	4.2	5.0	1.05
N#C/C(=C\c1ccccc1)C(=O)Nc1cccnc1	0.4	-1.1	-3.3	0.995	0.5	-2.7	-0.6	-7.0	1.03
CC(OC(=O)Cc1ccccc1[N+](=O)[O-])C(=O)NC(=O)NC1CCCCC1 (centres undefined)	0.5	0.1	4.4	0.936	6.4	2.1	-0.9	0.6	0.956
O=C(COC(=O)/C=C/c1ccc(Cl)cc1)NCCC1=CCCCC1	0.4	0.0	6.8	0.886	11.4	0.5	8.9	0.0	0.932
CN(CC(=O)Nc1ccccc1Cl)CC(=O)Nc1c(F)cccc1F	-4.0	-0.2	-47.8	1.11	-10.8	-3.3	-0.6	-4.6	1.48
Cc1ccc(S(=O)(=O)NCc2nc3nc(C)cc(C)n3n2)c(C)c1	-1.6	-0.6	-0.4	0.937	6.3	-0.7	1.2	2.9	1
CCCCNC(=O)c1onc(CSc2cccc(OCC)c2)c1C(=O)O	1.8	-2.2	11.9	1.01	-0.7	-0.7	0.5	-9.2	0.881
CC(OC(=O)CNC(=O)c1ccc2ccccc2c1)C(=O)N(C)C1CCCCC1 (centres undefined)	2.2	-5.0	0.4	1.04	-3.9	2.5	-2.3	-2.1	0.996
C/C(=N\OCC(=O)OCC(=O)NCc1ccccc1)c1ccc2c(c1)OCO2	-1.7	5.9	-4.1	0.947	5.3	7.5	-0.3	-10.9	1.04
c1ccc(-c2cn3nc4c(nc3n2)CCCC4)cc1	-0.1	-3.8	-30.0	0.893	10.7	-7.3	-2.0	-5.5	1.3
Cn1cnnc1SCC(=O)Nc1ccccc1C(=O)NC1CC1	1.0	1.1	0.8	0.9	10.0	-0.8	-1.1	-4.3	0.992
COC(=O)c1c(-c2c(Cl)cccc2Cl)noc1NC(=O)NN1CCOCC1	-3.7	-1.5	-19.1	0.919	8.1	-0.8	-1.4	-8.8	1.19
O=c1oc(Cc2ccccc2)nc2ccccc12	2.9	-1.4	3.6	0.976	2.4	-1.8	0.3	-4.0	0.964
COCCSc1nnc(NC(=O)C2CC(=O)N(C3CCCC3)C2)s1 (centres undefined)	0.4	0.0	0.8	0.956	4.4	-2.2	-0.3	-6.9	0.992
Cc1ccc2c(c1)NC(=O)C(CC(=O)NCCCN1CCN(c3cc(C)ccc3C)CC1)O2 (centres undefined)	-0.3	-1.7	-17.3	0.987	1.3	1.1	-0.4	-9.2	1.17
COc1ccc(NC(=O)CN(C)C(=O)c2cc(C)on2)cc1	-0.9	-4.4	-4.3	0.96	4.0	2.1	-0.1	-3.4	1.04
CCOC(=O)c1cc2nc(Nc3ccc(OC)cc3)sc2s1	15.0*	-3.2	-1.9	0.97	3.0	-2.9	-4.0	-4.6	1.02
COc1ccc(-c2cc3c(=O)n(CC(=O)NCc4ccc(F)cc4)ncn3n2)cc1	-0.2	-6.3	14.8	0.899	10.1	-3.0	-0.6	0.3	0.852
CCc1nnc(NC(=O)CSc2nnc(-c3ccccc3O)n2CC)s1	1.4	-0.8	17.1	1.01	-1.3	0.7	-0.7	-2.3	0.829
OCCCc1nc2n(n1)C(c1ccccc1Cl)C=C(c1cccs1)N2 (centres undefined)	1.3	0.0	-15.6	1	0.0	-4.4	-0.2	-5.1	1.16
CC1CCN(C(=O)CSc2nnc(CNC(=O)COc3ccc(Cl)cc3)o2)CC1	0.7	-0.8	6.7	1	0.0	-3.1	0.0	-4.2	0.933
O=C(Cn1ncc2c([nH]c3ccccc32)c1=O)NCCCN1CCN(c2ccccc2)CC1	-1.6	0.1	8.0	0.976	2.4	0.1	-2.7	-0.3	0.92
O=C(NNCc1ccc(O)cc1)c1ccccc1Cl	-1.9	-0.9	-15.5	1.03	-3.1	-1.4	-0.1	-3.1	1.16

# Compound activity: PubChem BioAssay, Sanford-Burnham Center for Chemical Genomics
